# Kir21 inh – inhibitors of mouse Kir2.1 inward-rectifier potassium channel | B-score at 10 µM | Inward rectifier potassium channel 2 (Mus musculus), P35561 | HEK293-Kir2.1, FluxOR thallium flux fluorescence; hits give low values | AID 1672, 2009 | actives 0.85% (n = 310,000);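 active means fluorescence ratio B-score at or below minus 3 SD of library scores, with starting-brightness B-score within 2 SD, cut at about -4.2 in these data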;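 further: channel flux triggered by added potassium and thallium sulfate stimulus; B-score of peak minus minimum fluorescence over baseline after thallium stimulus; more negative B-score means stronger Kir2.1 block with less thallium influx; some compounds called inactive have numbers as strong as hits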
# Target sequence (P35561 whole entry, looked up): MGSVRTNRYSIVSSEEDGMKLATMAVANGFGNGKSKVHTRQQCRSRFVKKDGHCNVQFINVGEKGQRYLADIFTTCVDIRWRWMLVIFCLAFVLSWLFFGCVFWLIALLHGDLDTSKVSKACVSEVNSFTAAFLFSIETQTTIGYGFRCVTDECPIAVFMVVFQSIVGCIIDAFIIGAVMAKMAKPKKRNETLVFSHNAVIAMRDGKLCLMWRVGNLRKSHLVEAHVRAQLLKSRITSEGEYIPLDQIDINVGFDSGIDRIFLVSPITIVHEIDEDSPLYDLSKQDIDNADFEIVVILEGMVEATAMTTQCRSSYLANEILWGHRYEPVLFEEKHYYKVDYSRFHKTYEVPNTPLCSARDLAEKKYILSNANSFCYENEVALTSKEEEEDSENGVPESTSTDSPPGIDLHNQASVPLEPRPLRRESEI
# KCNQ2 inh – KCNQ2 potassium channel inhibitors, primary screen, cell-based, CHO-K1, FluxOR thallium flux, B-score (AID 2156); Potassium voltage-gated channel subfamily KQT member 2 (Rattus norvegicus), O88943; 20 min; hits give low values; B-score at 10 µM; actives 1.1% (n = 310,000);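 active means fluorescence ratio B-score at most minus 3 library SDs, with starting brightness B-score within 2 library SDs, cut at about -5.5 in these data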
# STK33 kinase inh – inhibitors of purified STK33 kinase, primary screen, biochemical, ADP-Glo luminescence, homogeneous, cell-free. actives 0.073% (n = 320,000). inhibition, % at 10 µM. Serine/threonine-protein kinase 33 (Homo sapiens), Q9BYT3. AID 2661, 2010. MBP phosphorylation;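 active means inhibition at or above 25%, using the most active replicate where run in duplicate; inactive means inhibition below 25%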
# Target sequence (Q9BYT3 whole entry, looked up): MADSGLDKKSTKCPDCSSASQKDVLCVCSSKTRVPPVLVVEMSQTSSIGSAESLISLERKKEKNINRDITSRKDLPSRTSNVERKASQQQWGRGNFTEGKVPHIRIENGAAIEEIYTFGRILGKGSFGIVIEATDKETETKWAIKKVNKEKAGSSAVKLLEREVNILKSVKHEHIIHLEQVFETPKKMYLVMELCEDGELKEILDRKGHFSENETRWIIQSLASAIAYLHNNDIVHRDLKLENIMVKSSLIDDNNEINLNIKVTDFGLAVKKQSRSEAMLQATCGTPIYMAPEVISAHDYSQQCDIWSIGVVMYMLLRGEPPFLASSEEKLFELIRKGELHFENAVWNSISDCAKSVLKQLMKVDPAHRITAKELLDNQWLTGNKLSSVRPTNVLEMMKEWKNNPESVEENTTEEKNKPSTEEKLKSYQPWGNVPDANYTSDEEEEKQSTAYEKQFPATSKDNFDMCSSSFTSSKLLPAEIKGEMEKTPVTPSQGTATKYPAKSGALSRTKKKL
# Active calls of the source: *; i = inactive; nt = no result given. Outcome played no part in choosing rows; any-hit rate near 1.9%.
Structure	Kir21 inh	KCNQ2 inh	STK33 kinase inh
COCCN(C(=O)CCC(=O)Nc1nccs1)C(C(=O)NC(C)(C)C)c1ccc(F)cc1 (stereo not given)	-1.04	i	-1.2
O=C1c2ccccc2C(=O)N1c1ccc(Cl)cc1	0.78	i	1.1
CCN(CC(=O)Nc1cc(Cl)ccc1C)C(=O)c1cc(S(=O)(=O)N2CCCCCC2)ccc1OC	-1.31	i	1.5
COc1cc(C2SCC(=O)N2CCCN(C)C)cc(OC)c1OC (stereo not given)	0.18	i	-0.5
COc1ccc(C)cc1Nc1cc(C)nc2ncnn12	-0.97	i	-1.0
CCc1cccc(NC(=O)c2cc(S(=O)(=O)N(C)C)ccc2N2CCCC2)c1	1.16	i	-2.1
COc1ccc(-c2nc3ccccc3nc2-c2ccc(OC)c(OC)c2)cc1OC	0.04	i	-1.5
Cc1ccc(NC(=O)c2c(Cl)n(C)c3ccccc23)cc1	0.98	i	-0.2
c1ccc2c(c1)ncn2Cc1nnc2sc(-c3ccncc3)nn12	1.2	i	-1.4
COC(=O)C(NC(=O)c1ccccc1)(Nc1cc(C)cc(C)n1)C(F)(F)F (stereo not given)	0.85	i	-0.1
COc1ccc(CCNC(=O)c2sc3nc4n(c(=O)c3c2C)CCC4)cc1	0.68	i	0.3
N#C/C(=C\c1ccc(O)c(Br)c1)C(=O)NCc1ccccc1	1.6	i	8.2
COc1ccc(-c2ocnc2C(=O)NCc2nn(-c3ccccc3)nc2C)cc1	1.09	i	-0.5
CCC1(c2ccc(F)cc2)NC(=O)N(CC(=O)Nc2ccc(-c3nc4ccc(C)cc4s3)cc2)C1=O (stereo not given)	0.24	i	-0.9
Cc1ccc(N2CC(C(=O)N3CCN(C(=O)c4ccco4)CC3)CC2=O)cc1 (stereo not given)	0.3	i	0.2

# The closing five entries of the section before are carried over, then new ones follow.
Structure	Kir21 inh	KCNQ2 inh	STK33 kinase inh
COc1ccc(CCNC(=O)c2sc3nc4n(c(=O)c3c2C)CCC4)cc1	0.68	i	0.3
N#C/C(=C\c1ccc(O)c(Br)c1)C(=O)NCc1ccccc1	1.6	i	8.2
COc1ccc(-c2ocnc2C(=O)NCc2nn(-c3ccccc3)nc2C)cc1	1.09	i	-0.5
CCC1(c2ccc(F)cc2)NC(=O)N(CC(=O)Nc2ccc(-c3nc4ccc(C)cc4s3)cc2)C1=O (stereo not given)	0.24	i	-0.9
Cc1ccc(N2CC(C(=O)N3CCN(C(=O)c4ccco4)CC3)CC2=O)cc1 (stereo not given)	0.3	i	0.2
Cn1c(CCNC(=O)c2ccco2)nc2cc(NC(=O)c3ccco3)ccc21	-0.03	i	-0.1
CCN(CC)S(=O)(=O)c1ccc(N2CCc3ccccc3C2)nc1	-1.64	i	-0.4
Cc1ccc(CN2CCC(CNC(=O)Nc3ccccc3F)CC2)cc1	-2.37	i	0.7
Cc1ccc(Cn2c(CN3CC(C)OC(C)C3)nc3c2c(=O)[nH]c(=O)n3C)cc1 (stereo not given)	-0.77	i	-1.1
O=C(CCS(=O)(=O)c1ccc(Br)cc1)Nc1ccccn1	0.1	i	-0.8
CC(=O)N1CCCN(Cc2cn(-c3cc(C)ccc3C)nc2-c2ccccc2)CC1	0.7	i	0.0
C/C(=N\NC(=O)CSc1nc2ccccc2o1)c1cccc(O)c1	-1.36	i	-0.2
O=C(Nc1ccc(O)c(-c2nc3ccccc3s2)c1)C1=COCCO1	1.44	i	1.8
Nc1scc[n+]1Cc1cccc2cccnc12	0.39	i	15.9
COc1cc(CN(C2CCCCC2)S(=O)(=O)c2ccc(S(=O)(=O)N(C)C3CCCCC3)cc2)cc(OC)c1OC	-0.01	i	-2.3
COc1cccc(C(=O)NNC2OC(CO)C(O)C2O)c1 (stereo not given)	0.15	i	0.0
O=C(N/N=C/c1ccc(Br)s1)c1cccnc1	1.38	i	-2.3
O=C(Cc1n[nH]c(=O)[nH]c1=O)N/N=C/c1cccc(O)c1	0	i	0.4
O=C(N/N=C/c1cccnc1)c1cccc(NC(=O)c2ccccc2Cl)c1	-0.63	i	0.1
Cc1ccc2cc(COC(=O)C3CCCO3)c(=O)[nH]c2c1 (stereo not given)	1.09	i	-1.1

# Reformatted with values under each structure: part of the list above
# Values in the order: Kir21 inh	KCNQ2 inh	STK33 kinase inh
> O=C(N/N=C/c1cccnc1)c1cccc(NC(=O)c2ccccc2Cl)c1
 : -0.63	i	0.1
> Nc1scc[n+]1Cc1cccc2cccnc12
 : 0.39	i	15.9

# Next records follow.
Structure	Kir21 inh	KCNQ2 inh	STK33 kinase inh
Cc1ccc(C2(c3noc(CN(C)Cc4ccccn4)n3)CCCC2)cc1	-0.46	i	0.0
Cc1ccc2oc(C(=O)NCC3CCOCC3)c(C)c2c1	0.39	i	-1.6
CCOC(=O)c1c(C)[nH]c(C)c1S(=O)(=O)N1CCN(C(=O)c2ccco2)CC1	0.39	i	-0.7
Cc1nn(-c2ccccc2)c(Cl)c1/C=C1\SC(=S)N(C)C1=O	-0.54	i	-0.9
COc1cc(NC(=O)COc2ccc(C)c(C)c2)ccc1NC(=O)c1ccco1	-0.34	i	-2.0
CS(=O)(=O)c1nc(-c2ccccc2)c(-c2ccccc2)[nH]1	0.45	i	-0.2
O=C(Nc1ccc(N2CCCC(O)C2)cc1)c1snc2c(=O)[nH]cnc12 (stereo not given)	0.07	i	-0.7
Cc1ccc(NS(=O)(=O)c2cccc(C(=O)NCCc3c[nH]c4ccccc34)c2)c(C)c1	1.07	i	-1.3
O=C1c2ccccc2C(=O)N1CN(C(=O)c1ccccc1)c1ccc(O)cc1	-0.38	i	0.0
CC1CCCC(C)N1CCNC(=O)CCn1nc(-c2ccccc2)ccc1=O (stereo not given)	-0.25	i	-0.5
C[n+]1nc(Nc2ccccc2)sc1-c1ccc(O)cc1	-1.47	i	4.2
O=C1c2ccccc2C(O)N1c1cccnc1 (stereo not given)	-0.2	i	-0.5
COc1ccccc1CC(=O)Nc1cc(C)ccn1	-0.91	i	0.6
O=C(Nc1cccnc1)c1cc(-c2ccc(Cl)cc2Cl)on1	-1.04	i	0.3
Oc1ccc(/C=N/NC(=S)NCc2ccco2)cc1	1.63	i	0.5
O=C(CCC(=O)N1CCCC1)N1CCCC1	0.02	i	-1.3
O=C(Cn1cnc([N+](=O)[O-])n1)N/N=C/c1ccccc1O	1.18	i	0.7
CC1Oc2ccccc2N(CC(=O)N2CCCCC2)C1=O (stereo not given)	-1.42	i	-0.6
COc1ccc(C)cc1NC(=O)CSc1nnc(-c2ccc(C)cc2)o1	0.01	i	-0.9
Cc1ccc(S(=O)(=O)N2CCCC(C(=O)N3CCN(C)CC3)C2)cc1 (stereo not given)	-0.03	i	-0.5
Cc1ccc(NC(=O)CNC(=O)C2CCCCC2)nc1	-0.03	i	-0.8
COc1ccc(/C=C/C(=O)O)cc1S(=O)(=O)N1CCCC1	-1.11	i	-0.1
Cn1c(NC(=O)c2ccc(Cl)cc2Cl)cc(=O)n(C)c1=O	-0.71	i	1.0
CCN(CC)c1ccc(N2C(=O)c3ccccc3C2=O)cc1	0.53	i	-0.5
COC(=O)c1cccc(N(C(=O)c2cnccn2)C(C(=O)NCc2ccccc2)c2ccco2)c1 (stereo not given)	0.64	i	-0.9
COc1ccc(N2CCN(C(=O)COC(=O)c3cccc(S(=O)(=O)Nc4cccc(C)c4)c3)CC2)cc1	2.13	i	-0.8
Cc1ccccc1-n1cc(CNC(=O)CC2C(=O)NCCN2C/C=C/c2ccccc2)cn1 (stereo not given)	-1.47	i	-0.1
CN(c1ccccc1)S(=O)(=O)c1ccc2[nH]c(=O)oc2c1	-0.44	i	-0.1
CC1CCN(CCOc2ccc(C(=O)c3ccccc3)cc2)CC1	-3.47	i	0.0
O=C1OC(Nc2ccccn2)c2ccccc21 (stereo not given)	2.2	i	-0.4
O=C(CNC(=O)c1ccc(OC(F)F)cc1)Nc1cccc(S(=O)(=O)N2CCCC2)c1	1.32	i	-1.4
Nc1ccc(O)c(-c2nc3ccccc3s2)c1	1.62	i	-0.6
Cc1cc(=O)n2nc(N3CCCC3C(=O)Nc3cccc(F)c3)sc2n1 (stereo not given)	2.05	i	0.0
COc1cc(/C=C2\SC(=S)N(Nc3ncc(C(F)(F)F)cc3Cl)C2=O)ccc1O	0.5	i	1.4
COCC(=O)Nc1cc(Cl)ccc1C(F)(F)F	-0.37	i	-1.3
c1ccc2c(CSc3nnc(-c4ccncc4)o3)cccc2c1	-0.7	i	-1.1
C=CCCC(=O)Nc1ccc(COC(=O)N2CCOCC2)cc1	-0.89	i	-1.3
COc1ccc(C(=O)N/C(=C\c2cn(C)c3ccccc23)C(=O)NCCN2CCOCC2)cc1OC	1.24	i	0.6
O=C(Nc1ccc(OC(F)(F)C(F)F)c(NC(=O)c2cccc(F)c2)c1)c1cccc(F)c1	-0.02	i	0.7
O=[N+]([O-])c1ccc(O)c(/C=N\N=C2c3ccccc3-c3ccccc32)c1	0.19	i	-1.0
CCNc1c2c(nc3ccccc13)CC(C)(C)CC2=O	1.59	i	-0.3
Cc1cccc(NC(=O)c2ccc(COc3cccc4ccccc34)o2)n1	-1.53	-8.76*	-0.8
CCOC(=O)c1c(NC(=O)CSc2ncn[nH]2)sc(C(C)=O)c1C	-3.15	i	-0.7
COc1cc(/C=C(\C#N)C(=O)Nc2ccc3ccccc3c2)c([N+](=O)[O-])cc1OC	-0.24	i	-0.1
COc1cccc(OC)c1C(=O)Nc1ccccc1NC(=O)c1c(OC)cccc1OC	1.19	i	0.2
COc1ccc(C)cc1NC(=O)C1CCN(S(=O)(=O)c2cccc3nonc23)CC1	0.62	i	-0.4
Cc1ccc(NC(=O)c2ccc3nsnc3c2)c(Cl)c1	0.11	i	0.2
CC1(C)CC(=O)C2=C(C1)OC(N)=C(C#N)C2C1CC=CCC1 (stereo not given)	0.03	i	-0.5
Cc1ccc(N2C(=O)CC(Sc3nc(-c4ccccc4)c4cc(Cl)ccc4n3)C2=O)c(C)c1 (stereo not given)	0.21	i	nt
Cc1ccccc1CN(c1ccc(C(=O)Nc2ccccc2C(=O)NCc2ccco2)cc1)S(C)(=O)=O	2.42	i	-2.4
CN(C)CC/C=C1\c2ccccc2Sc2ccc(Cl)cc21	-8.09*	i	0.2
CC[C@@H]1CN(C)[C@H]2Cc3c([nH]c4ccccc34)C(=O)C[C@@H]1[C@@H]2C(=O)OC	-0.95	i	1.1
C[C@H](NC(=O)OC(C)(C)C)C(=O)NCC1CCC(C(=O)N[C@@H](Cc2ccccc2)C(=O)O)CC1 (stereo not given in full)	-0.01	i	-0.9
Cc1ccc(CNC(=O)C(Cc2ccccc2)NS(=O)(=O)c2ccc3c(c2)CCC(=O)N3)cc1 (stereo not given)	0.87	i	-0.8
Cc1ccc(NC2CCCN(C(=O)c3c(C)noc3C)C2)cc1C (stereo not given)	0.42	i	-1.6
CCOC(=O)c1c(C)[nH]c2c1-c1ccccc1C(=O)C2=O	2.3	i	nt
O=C(O)C1=C(C(=O)Nc2cccc(C(F)(F)F)c2)CCCC1	0.43	i	1.8
Cc1ccc(NC2=C(NC(=O)c3ccccc3)C(=O)c3ccccc3C2=O)cc1Cl	-0.27	i	0.3
O=C(NCc1cccnc1)c1ccc(NC(=O)c2ccc(Br)cc2)cc1	0.03	i	-0.4
O=C(Nc1ccc2snnc2c1)N1CCSCC1	-0.83	i	1.1

# More records
Structure	Kir21 inh	KCNQ2 inh	STK33 kinase inh
COc1ccccc1N=c1oc2cc(O)ccc2cc1C(N)=O	1.59	i	36.8*
CN(C)C(=O)c1ccc(NC(=O)c2cc(-n3cnnc3)ccc2Cl)cc1	2.07	i	-0.2
Cc1ccc(OCCC(=O)OCC(=O)Nc2cc(S(=O)(=O)N(C)C)ccc2C)cc1	-1.92	i	-1.2
O=C1CC2(CON=C2c2ccc(F)cc2)C(=O)N1c1ccc(F)cc1 (stereo not given)	0.37	i	1.2
COc1ccc(-c2noc(CSc3nc4ccccc4c(=O)n3-c3ccccc3)n2)cc1	-0.95	i	-1.8
COc1ccc(-n2nc3cc(C)c(N)c(Br)c3n2)cc1	1.36	i	-0.5
COc1ccc(CCNC(=O)CC2SC(=Nc3cc(C)cc(C)c3)NC2=O)cc1OC (stereo not given)	0.06	i	0.0
Cc1ccc(C(=O)N2CCCCC2C(=O)O)o1 (stereo not given)	0.03	i	-0.5
COc1ccc(CN2CCCC(C(=O)Nc3cccc(-n4cccn4)c3)C2)c(F)c1 (stereo not given)	-1.94	i	-0.1
Cn1c2c(c(=O)n(C)c1=O)C(NC(=O)c1ccco1)(C(F)(F)F)C(=O)N2 (stereo not given)	0.12	i	-0.8
O=C(O)c1ccccc1OCc1nc2ccccc2s1	-0.67	i	0.3
CC(C)C(NS(=O)(=O)c1cccs1)C(=O)N(C)Cc1ccccc1 (stereo not given)	-1.92	i	-0.7
Cc1ccccc1-n1c(C)nc2ccccc21	0.35	i	-0.5
CCCCn1c(N)c(N(CCOC)C(=O)CCc2ccc(OC)cc2)c(=O)[nH]c1=O	-1.04	i	-1.4
Cc1cc(C(=O)N/N=C/c2cccn2C)no1	0.53	i	-0.4
